Source: PubChem BioAssay
PHOSPHO1 block – PubChem AID 1565. Phosphoethanolamine/phosphocholine phosphatase (Homo sapiens), Q8TCT1. inhibition, % at 13.3 µM. recombinant PHOSPHO1, absorbance phosphatase assay. hit rate 1.1% among 290,000; in the data active = inhibition above about 60%
Target sequence (Q8TCT1 whole entry, looked up): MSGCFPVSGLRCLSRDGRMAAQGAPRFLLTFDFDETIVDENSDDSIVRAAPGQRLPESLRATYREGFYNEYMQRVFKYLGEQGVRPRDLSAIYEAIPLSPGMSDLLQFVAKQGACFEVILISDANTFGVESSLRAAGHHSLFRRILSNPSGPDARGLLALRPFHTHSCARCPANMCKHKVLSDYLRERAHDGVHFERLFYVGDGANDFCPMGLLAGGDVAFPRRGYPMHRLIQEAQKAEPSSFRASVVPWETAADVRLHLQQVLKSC
CRFR2-BP antag – antagonists of CRF-BP/CRF-R2 complex, primary screen, cell-based, HEK293, calcium dye fluorescence, uHTS | hit rate 0.59% among 350,000 | inhibition, % at 11.8 µM | CRF-induced calcium fluorescence;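 active = inhibition of the ligand-induced calcium signal above about 50% at the single tested concentration, limit read from the data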
CRFBP-R2 agonist – agonists of CRF-BP/CRF-R2 complex, primary screen, cell-based, HEK293, calcium dye fluorescence, uHTS; calcium dye fluorescence (FLIPR); percent of saturating CRF peptide response; activation, % at 13.2 µM; hit rate 0.46% among 350,000;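 active = activation of at least 50%, plus an integration ratio under a set limit after plate pattern correction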;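 also: plate controls were neutral control wells without compound for no effect and CRF at EC100 for full effect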
M4 PAM – human M4 muscarinic receptor positive allosteric modulators, primary screen, CHO-K1 cells, Fluo-8 calcium fluorescence. Muscarinic acetylcholine receptor M4 (Homo sapiens), P08173. CHO-K1 hM4/Gqi5, ACh EC20; 0% = ACh EC20, 100% = maximal ACh. activation, % at 3 µM. hit rate 0.4% among 360,000. AID 624126, 2012;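 active = activation above its plate's cutoff, the mean activation of sample wells plus 3 SD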; also: some results filed as inactive read as strong as hits
Target sequence (P08173 whole entry, looked up): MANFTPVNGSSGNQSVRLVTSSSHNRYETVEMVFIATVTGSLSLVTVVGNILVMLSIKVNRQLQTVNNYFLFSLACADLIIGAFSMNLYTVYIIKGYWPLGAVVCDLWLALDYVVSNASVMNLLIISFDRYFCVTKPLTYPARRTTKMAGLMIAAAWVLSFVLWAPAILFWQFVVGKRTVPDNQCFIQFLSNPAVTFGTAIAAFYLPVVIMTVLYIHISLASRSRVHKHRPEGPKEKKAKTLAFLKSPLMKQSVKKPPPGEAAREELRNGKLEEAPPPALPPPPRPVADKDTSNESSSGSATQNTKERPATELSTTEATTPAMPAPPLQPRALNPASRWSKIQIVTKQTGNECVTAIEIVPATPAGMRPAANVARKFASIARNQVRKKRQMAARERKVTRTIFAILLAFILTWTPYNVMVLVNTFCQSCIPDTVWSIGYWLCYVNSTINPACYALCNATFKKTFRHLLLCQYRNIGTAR
GalR3 antag – GalR3 antagonists in HEK293 cells, primary screen, cell-based, fluorescence readout. Galanin receptor type 3 (Homo sapiens), O60755. HEK293 GalR3-CNG cAMP membrane potential fluorescence; galR3 body fused to GalR1 C-terminus. inhibition, % at 3 µM. hit rate 0.44% among 360,000;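 active = inhibition above the screen-wide average plus 3 SD, cut at about 13% in these data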;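 also: forskolin and galanin both at EC90 stimulate the cells; cAMP rise reported by CNG channel membrane potential dye signal; 0% = forskolin plus galanin with DMSO and 100% = forskolin alone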
Target sequence (O60755 1-299 limits assumed): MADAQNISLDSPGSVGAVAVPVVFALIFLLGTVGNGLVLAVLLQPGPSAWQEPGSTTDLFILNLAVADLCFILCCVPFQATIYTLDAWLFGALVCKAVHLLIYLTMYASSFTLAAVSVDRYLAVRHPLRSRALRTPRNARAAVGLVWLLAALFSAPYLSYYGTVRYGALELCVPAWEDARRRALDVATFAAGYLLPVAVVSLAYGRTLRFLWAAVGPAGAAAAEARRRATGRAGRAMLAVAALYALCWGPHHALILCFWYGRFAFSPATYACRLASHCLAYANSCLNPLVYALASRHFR
MEKK3 PB1 HTS – modulators of MEKK3-MEK5 PB1 binding, primary screen, biochemical, wildtype MEKK3, multiplex bead flow cytometry, Alexa488-MEK5; Mitogen-activated protein kinase kinase kinase 3 (Homo sapiens), Q99759; binding response (% of control), % at 10 µM; hit rate 1.4% among 290,000; AID 1529, 2009; bead-based flow cytometry, Alexa488-MEK5 binding to MEKK3; actives lie on both sides; 0 = blocked by unlabeled MEK5, 100 = vehicle;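 active = binding response more than 3 SD above or below the average of its plate-row segment, actives on both sides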;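 also: Alexa488 bead fluorescence after subtracting the streptavidin-only scavenger bead signal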
IDE inh – human IDE inhibitors in live cells, primary screen, fluorescence polarization, HEK cells, FAbetaB substrate. Insulin-degrading enzyme (Homo sapiens), P14735. FAbetaB cleavage. inhibition, % at 5.59 µM. hit rate 0.41% among 320,000. AID 434962, 2010;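 active = percent inhibition above the average of all tested compounds plus 3 SD, set per screening campaign, cut at about 16% in these data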;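 also: IDE supplied by intact live HEK cells; FP after avidin binding of uncleaved biotin substrate so inhibition keeps polarization high; 0% = DMSO wells and 100% = 60 µM reference IDE inhibitor Ii1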
p-CIP stab down – p/CIP-EGFP fusion destabilizers, primary screen, fluorescence, F442A cells; decrease of EGFP signal, % at 10 µM; Q05BA5; AID 1984, 2009; hit rate 0.01% among 290,000; 16 h;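 active = EGFP signal decrease of at least 30% at 10 µM or well 3 SD below plate mean, unless failing retest; inactive = the rest, including hits failing retest or dose response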; also: some compounds called inactive have numbers as strong as hits; many of its hits are not listed in these tables
IDE cell activ – human IDE activators in live cells, primary screen, fluorescence polarization, HEK cells, FAbeta-B substrate; FAbeta-B cleavage; 0% vehicle, 100% cell-free pure enzyme wells; activation, % at 5.96 µM; hit rate 0.073% among 340,000; AID 493087, 2011;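 active = activation above the mean of all tested compounds plus 3 SD, set per screening campaign, cut at about 17% in these data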
Active calls of the source: *; nt = not tested or not shown.

PHOSPHO1 block,CRFR2-BP antag,CRFBP-R2 agonist,M4 PAM,GalR3 antag,MEKK3 PB1 HTS,IDE inh,p-CIP stab down,compound,IDE cell activ
nt,-4.4,-0.2,-6.8,2.7,96.0,0.2,-14.4,Cc1ccc(CN(C(=O)c2ccccc2C)C2CCS(=O)(=O)C2)o1 (stereo unspecified),2.9
-0.3,-1.4,-0.5,8.0,-0.9,105.0,-3.2,-2.4,COc1ccccc1C(=O)OCC(=O)NC(=O)NCc1ccccc1,2.6
9.4,-5.2,-3.9,-1.9,-3.8,98.0,6.2,-5.4,Cc1cc(-c2ccc(/C=N/n3cnnc3)o2)c(C)c([N+](=O)[O-])c1,4.6
49.4,0.0,4.3,10.2,-0.2,97.0,-5.8,10.0,O=C(c1ccccc1)N1CCN(S(=O)(=O)N2CCOCC2)CC1,6.8
39.2,2.9,-0.6,-0.8,-6.3,101.0,3.9,-15.7,Cc1ccc(NC(=O)CSc2nncn2-c2ccccn2)cc1Cl,-1.9
nt,-5.0,0.0,5.3,-3.5,nt,1.5,nt,COc1ccc(C(CNC(=O)c2cccc(S(=O)(=O)NCc3ccccc3)c2)N2CCOCC2)cc1 (stereo unspecified),5.1
nt,1.2,-3.7,-1.4,-3.9,nt,nt,nt,CN=C1N(C)C[C@@H]2[C@@H]3C(=O)N(Cc4ccccc4)C(=O)[C@@H]3[C@](Cc3ccccc3)(C(=O)OC)N12,3.3
-14.0,-8.8,1.4,8.3,-2.7,98.0,-2.5,-6.1,Nc1nnc2c(n1)CCCC2,4.3
6.9,-7.0,1.5,0.8,-6.6,101.0,-1.2,-5.2,O=C/C=C/c1c(-c2ccccc2)cc2oc3ccccc3cc1-2,-3.5
-0.3,-11.5,-0.3,5.2,-4.5,93.0,3.2,-19.7,CCOC(=O)C1CCN(Cc2ccccc2C(F)(F)F)CC1,-3.4
14.7,28.9,3.9,-4.8,-6.1,87.0,-2.8,-11.4,CCCCNc1cc(Cl)nc(N)n1,-1.9
17.7,6.6,1.0,1.5,-5.5,102.0,-6.5,2.4,O=C(O)CC/C(=N\NC(=O)CNC(=O)/C=C/c1ccccc1)c1ccccc1,5.8
nt,-10.9,2.2,0.7,-4.6,nt,1.1,nt,NS(=O)(=O)c1ccc(CCNC(=O)c2cccc(S(=O)(=O)N3CCCC3)c2)cc1,0.9
0.2,49.2,10.6,-5.5,-5.0,97.0,nt,-17.9,N#C/C(=C\c1ccc(O)c([N+](=O)[O-])c1)c1nc2ccccc2s1,-3.2
nt,-5.1,-1.1,-9.6,-5.8,nt,nt,nt,COc1ccccc1C(=O)NC1CC2CCCC(C1)N2Cc1ccccc1 (stereo unspecified),nt
nt,-0.8,2.2,6.4,-3.9,nt,-2.4,nt,Cc1ccc2nc(COC(=O)c3cnccn3)cc(=O)n2c1,2.9
-114.6,-0.6,2.4,-4.8,-3.7,101.0,0.9,-14.3,CCN1CCN(C(=O)CCc2nnc3ccc(N4CCN(c5cccc(OC)c5)CC4)nn23)CC1,1.1
11.6,13.1,-2.1,-2.3,-5.0,102.0,1.3,11.8,CCCN(CCC)C(=O)c1ccc2c(c1)OCO2,2.0
44.7,9.1,0.6,-1.7,-6.6,103.0,1.5,-2.7,O=C(COC(=O)c1ccccc1Nc1ccc(SC(F)F)cc1)NCc1ccco1,-0.5
19.9,10.1,-0.4,12.9,-6.0,109.0,2.0,0.2,O=C(COC(=O)c1ccc[nH]c1=O)NC1CCCc2ccccc21 (stereo unspecified),4.8
1.7,-7.6,1.3,-0.8,-2.5,72.0,3.4,-6.1,CCc1ccc(Oc2cc(C)nc(N)n2)cc1,2.1
0.7,-17.1,-2.8,6.7,-4.6,105.0,2.5,-2.1,CN(C(=O)COC(=O)c1n[nH]c2ccccc12)c1ccccc1,3.8
37.5,-12.1,-1.1,-4.3,-8.9,103.0,2.0,-7.5,O=C(Nc1cccc2ncccc12)c1cc([N+](=O)[O-])ccc1Cl,2.7
17.4,14.1,3.9,-0.1,-9.9,100.0,1.6,-17.6,O=C(CCc1nc(-c2ccccc2)no1)Nc1cccnc1,5.5

Brought forward from above: two entries, followed by the next part.
PHOSPHO1 block,CRFR2-BP antag,CRFBP-R2 agonist,M4 PAM,GalR3 antag,MEKK3 PB1 HTS,IDE inh,p-CIP stab down,compound,IDE cell activ
37.5,-12.1,-1.1,-4.3,-8.9,103.0,2.0,-7.5,O=C(Nc1cccc2ncccc12)c1cc([N+](=O)[O-])ccc1Cl,2.7
17.4,14.1,3.9,-0.1,-9.9,100.0,1.6,-17.6,O=C(CCc1nc(-c2ccccc2)no1)Nc1cccnc1,5.5
14.7,20.0,-1.5,-5.7,-1.8,105.0,-1.1,-7.5,CC(C)c1ccc(NC2CCCN(C(=O)c3cnn(C(C)C)c3)C2)cc1 (stereo unspecified),1.2
-2.7,-5.8,-1.8,2.0,-5.2,99.0,3.9,-10.6,CCN(CC)Cc1c(O)c(Cl)cc2c(C)c(C)c(=O)oc12,6.6
4.7,9.1,-0.4,-6.5,-2.2,91.0,-2.6,-17.4,Cc1cc(C)nc(SCC(=O)N2CCCCC2)n1,5.0
-11.9,-16.6,-1.3,3.5,-2.6,119.0,2.4,-12.0,O=C1c2ccccc2C(=O)c2c1ccc1c(=O)n(C3CCCCC3)[nH]c21,9.0
29.0,5.6,-0.6,-1.9,-8.4,101.0,0.5,1.0,Cc1[nH][nH]c(=O)c1C(c1ccc(Br)cc1)c1c(C)[nH][nH]c1=O,1.5
-72.4,-5.2,-2.3,2.1,-9.8,96.0,4.8,-2.3,COc1ccc(OC)c(NC(=O)c2cc3c(Cl)nc4ccccc4c3s2)c1,0.2
29.5,0.1,5.3,-10.2,-6.1,105.0,-6.2,-13.4,COc1ccc(C2=NN(C(=O)CCC(=O)O)C(c3ccc(OC)c(OC)c3)C2)cc1 (stereo unspecified),4.5
-42.1,11.1,-5.7,1.0,-6.1,98.0,-4.7,-10.1,O=C(CO/N=C/c1ccc(OC(F)F)cc1)NCc1ccco1,3.5
8.4,28.8,-0.9,11.5,-5.6,93.0,-1.4,-4.8,COC(=O)CNC(=O)C(NC(=O)OCc1ccccc1)C(C)C (stereo unspecified),2.7
nt,-13.2,-2.3,11.9,5.4,nt,0.8,nt,COc1ccc(OC)c(NC(=O)CN2c3cccc4cccc(c34)S2(=O)=O)c1,5.2
33.2,-12.2,-0.7,9.3,0.9,101.0,8.7,8.7,Cc1nc2c3ccccc3nc(NNC(=O)CCC(=O)N3CCCC(C)C3)n2n1 (stereo unspecified),-5.3
nt,-10.3,0.1,-15.1,-2.8,106.0,-0.9,5.0,CC(=O)Nc1ccc(CN(C)CC2CCCN(CCc3cccc(C(F)(F)F)c3)C2)cc1 (stereo unspecified),4.5
-22.3,2.4,-1.2,1.3,-5.1,105.0,3.2,2.5,Cc1nc(C(=O)Nc2ccc(Cl)cc2)nn1-c1ccc([N+](=O)[O-])cc1,-1.3
-5.0,-10.3,-4.3,0.2,-5.6,96.0,-0.7,0.8,CCc1cccc(CC)c1C(O)c1cccnc1 (stereo unspecified),-2.0
13.3,-23.1,-1.4,-0.5,nt,76.0,7.4,-5.1,O=C(O)CCSc1nnc(-c2cccnc2)n1-c1ccccc1,-7.5
-3.6,-25.8,5.7,-3.5,-3.3,97.0,5.7,-5.7,C=CCOc1ccc2cccc(/C=N/NC(=O)c3cc4cc([N+](=O)[O-])ccc4s3)c2c1,9.7
21.8,1.0,0.1,-3.4,-0.4,101.0,-4.4,-4.7,CCOC(=O)CNC(=O)COc1coc(CN2CCN(c3ccccc3F)CC2)cc1=O,2.1
nt,-2.8,4.5,2.6,-5.4,nt,nt,nt,C[C@H]1CN([C@@H](C)CO)C(=O)c2cc(Br)cnc2O[C@@H]1CN(C)C(=O)CN(C)C,nt
24.6,26.7,50.7*,-6.8,13.3*,100.0,7.6,-11.8,CCCc1ccc(C(=O)NC(=O)c2ccccc2O)cc1,-6.4
-5.2,-52.3,8.6,-3.6,-3.4,99.0,0.6,-6.6,CC(C)(C)c1cnnn1-c1ccc(/C=N/Nc2ccc([N+](=O)[O-])cc2)cc1,-3.4
nt,8.4,0.8,5.1,2.1,nt,6.8,nt,O=C(COC(=O)CNC(=O)c1ccc(Cl)c([N+](=O)[O-])c1)NNC(=O)c1cccs1,1.7
-9.3,5.0,-1.9,0.9,3.3,90.0,2.9,-4.4,COc1ccc(C/C(N)=N/O)cc1,6.5
36.6,8.3,2.0,-7.4,1.0,101.0,-0.9,-18.1,COc1ccc(CC(=O)NNC(=O)c2ccc(Br)o2)cc1,4.0
41.9,9.1,-0.7,1.9,-5.8,106.0,-4.8,-8.3,Cc1ccc2c(c1)N(C(=O)c1ccco1)C(C)(C)c1ssc(=S)c1-2,8.2
5.1,5.7,-1.9,-15.2,-2.7,88.0,4.3,-1.7,CCc1c(C(=O)N/N=C/c2ccc(C)o2)csc1C,2.0
27.0,3.8,0.1,2.1,-3.9,102.0,-1.2,-13.4,COc1ccccc1Oc1ccc(S(=O)(=O)NCc2ccccn2)cc1,4.2
37.3,-14.8,-1.4,-5.1,-8.8,100.0,3.8,-5.3,Cc1ccc(C)c(N(C(=O)Cn2nnc3ccccc32)C(C(=O)NC(C)(C)C)c2ccsc2)c1 (stereo unspecified),-1.4
-5.9,-7.8,-0.7,-4.9,-4.9,106.0,0.7,0.9,CCN(CC)CCCN=C(C)C1=C(O)c2ccccc2C1=O,nt
14.4,-6.4,4.4,-6.8,-7.0,102.0,nt,4.6,CC(=O)NC(Cc1ccccc1C)C(=O)NC1CCN(C(=O)NCc2ccccc2)CC1 (stereo unspecified),1.2
62.8*,2.3,-1.5,-0.2,3.1,100.0,4.3,-7.4,CCCCc1ccc(NC(=O)CSc2nnc(C)c(=O)n2N)cc1,-4.1
-32.2,-6.6,-2.1,-2.5,-2.4,105.0,0.4,-2.0,CC(/C=C/c1ccc(O)cc1)=N/O,-0.8
20.0,-10.4,0.4,5.5,-2.9,98.0,-1.5,-7.0,O=C(NC12CCC(O)C(SC1)/C2=N/O)c1ccccc1 (stereo unspecified),4.6
31.9,-6.6,0.3,0.7,-8.8,104.0,-3.0,-0.1,CCn1c(CC(=O)Nc2ccccc2Cl)nnc1SCC(=O)NC1CCCC1,5.5
nt,16.4,-0.5,6.3,2.4,nt,0.7,nt,O=S(=O)(c1ccccc1)N(F)S(=O)(=O)c1ccccc1,2.8
-25.1,-0.2,0.5,-0.4,-2.5,132.0*,1.9,-16.5,CC1(C)Cc2c(sc3ncnc(NNC(=S)NCc4ccccc4)c23)CO1,0.2
13.4,4.7,-1.3,-3.2,-5.6,105.0,-4.2,9.9,O=C1Nc2ccccc2C1C(C[N+](=O)[O-])c1ccccc1 (stereo unspecified),1.3

Some of the entries above, set out differently.
SMILES,PHOSPHO1 block,CRFR2-BP antag,CRFBP-R2 agonist,M4 PAM,GalR3 antag,MEKK3 PB1 HTS,IDE inh,p-CIP stab down,IDE cell activ
O=C1Nc2ccccc2C1C(C[N+](=O)[O-])c1ccccc1 (stereo unspecified),13.4,4.7,-1.3,-3.2,-5.6,105.0,-4.2,9.9,1.3
CC1(C)Cc2c(sc3ncnc(NNC(=S)NCc4ccccc4)c23)CO1,-25.1,-0.2,0.5,-0.4,-2.5,132.0*,1.9,-16.5,0.2
